M4 antag: human M4 muscarinic receptor antagonists, primary screen, CHO cells, Fluo-8 calcium fluorescence | 0.73% of 360,000 active | inhibition, % at 3 µM | CHO-hM4 cells, ACh EC80 | Muscarinic acetylcholine receptor M4 (Homo sapiens), P08173;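 active means inhibition above its plate's cutoff, the mean inhibition of sample wells plus 3 SD, cut at about 27% in these data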;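 further: 0% = acetylcholine EC80 with DMSO and 100% = DMSO without agonist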
M5 antag: human M5 muscarinic receptor antagonists, primary screen, CHO cells, Fluo-8 calcium fluorescence; inhibition, % at 3 µM; Muscarinic acetylcholine receptor M5 (Homo sapiens), P08912; CHO-hM5 cells, ACh EC80; 0.59% of 360,000 active;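 active means inhibition above a per-plate cutoff, the mean of that plate's test compounds plus 3 SD, cut at about 27% in these data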;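 further: 0% = acetylcholine EC80 with DMSO and 100% = DMSO without agonist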
Target sequence (P08912 whole entry, looked up): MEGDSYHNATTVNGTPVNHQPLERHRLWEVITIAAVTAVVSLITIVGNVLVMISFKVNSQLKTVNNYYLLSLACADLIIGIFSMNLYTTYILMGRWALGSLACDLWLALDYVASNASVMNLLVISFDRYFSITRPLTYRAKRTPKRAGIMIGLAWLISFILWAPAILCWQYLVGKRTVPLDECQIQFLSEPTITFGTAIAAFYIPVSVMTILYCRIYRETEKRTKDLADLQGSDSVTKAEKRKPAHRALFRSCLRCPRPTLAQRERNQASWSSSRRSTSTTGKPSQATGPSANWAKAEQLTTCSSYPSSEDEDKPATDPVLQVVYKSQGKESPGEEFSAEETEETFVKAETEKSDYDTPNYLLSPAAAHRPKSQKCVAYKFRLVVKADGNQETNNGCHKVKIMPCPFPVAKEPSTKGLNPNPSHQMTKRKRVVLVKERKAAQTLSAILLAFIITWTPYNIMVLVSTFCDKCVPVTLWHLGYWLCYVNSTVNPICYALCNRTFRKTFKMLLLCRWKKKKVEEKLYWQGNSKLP
M4 PAM: human M4 muscarinic receptor positive allosteric modulators, primary screen, CHO-K1 cells, Fluo-8 calcium fluorescence | 0.4% of 360,000 active | AID 624126, 2012 | Muscarinic acetylcholine receptor M4 (Homo sapiens), P08173 | activation, % at 3 µM | CHO-K1 hM4/Gqi5, ACh EC20; 0% = ACh EC20, 100% = maximal ACh;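 active means activation above its plate's cutoff, the mean activation of sample wells plus 3 SD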; further: some results filed as inactive read as strong as hits
M1 PAM: human M1 muscarinic receptor positive allosteric modulators, primary screen, CHO-K1 cells, Fluo-8 calcium fluorescence, 1536-well. Muscarinic acetylcholine receptor M1 (Homo sapiens), P11229. CHO-K1 hM1, ACh EC20; 0% = ACh EC20, 100% = maximal ACh. activation, % at 3 µM. 0.088% of 360,000 active. AID 588819, 2011; in the data active means activation above about 19%, passing the limit was not always enough
Target sequence (P11229 whole entry, looked up): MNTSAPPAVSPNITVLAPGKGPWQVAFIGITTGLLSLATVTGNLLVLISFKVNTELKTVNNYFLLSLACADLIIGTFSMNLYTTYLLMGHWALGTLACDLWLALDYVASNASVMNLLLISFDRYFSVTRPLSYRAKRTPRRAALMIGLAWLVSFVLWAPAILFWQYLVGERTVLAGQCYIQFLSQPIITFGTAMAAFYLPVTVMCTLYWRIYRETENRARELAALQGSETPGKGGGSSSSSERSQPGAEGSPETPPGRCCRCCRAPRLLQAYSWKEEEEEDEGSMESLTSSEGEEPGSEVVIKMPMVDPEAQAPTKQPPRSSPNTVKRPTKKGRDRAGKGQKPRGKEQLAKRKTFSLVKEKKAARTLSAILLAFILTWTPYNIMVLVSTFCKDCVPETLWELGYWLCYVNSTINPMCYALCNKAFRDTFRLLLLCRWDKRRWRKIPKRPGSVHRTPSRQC
CHRM5 PAM: human M5 muscarinic receptor positive allosteric modulators, primary screen, CHO-K1 cells, Fluo-8 calcium fluorescence; CHO-K1 hM5, ACh EC20 PAM; 0% = ACh EC20, 100% = ACh EC100; AID 624038, 2012; activation, % at 3 µM; 0.3% of 360,000 active;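 active means activation above the run cutoff, the mean activation of all test compounds plus 3 SD, cut at about 18% in these data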
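System: CHO-K1 hM5 cells. Reagent: acetylcholine, EC20 level. Compound dosing: single dose, 3 µM nominal final test concentration. Timing: Post-acetylcholine fluorescence recording 140 s. Detection: Fluo-8 calcium fluorescence. Read-out: % activation, ACh-normalized. Benchmarks: ACh EC20 and EC100 wells. Repeats: singlicate, one well per test compound.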
CHRM5 agonist: human M5 muscarinic receptor agonists, primary screen, CHO-K1 cells, Fluo-8 calcium fluorescence; Muscarinic acetylcholine receptor M5 (Homo sapiens), P08912; CHO-K1 hM5 cells; 0% DMSO wells, 100% maximal acetylcholine response; activation, % at 3 µM; 0.19% of 360,000 active;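 active means activation above the run's mean over test compounds plus 3 SD, cut at about 23% in these data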;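 further: signal is peak over basal fluorescence ratio across the kinetic read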
CRFR2-BP antag: antagonists of CRF-BP/CRF-R2 complex, primary screen, cell-based, HEK293, calcium dye fluorescence, uHTS. CRF-induced calcium fluorescence. inhibition, % at 11.8 µM. 0.59% of 350,000 active. AID 588475, 2011;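 active means inhibition of the ligand-induced calcium signal above about 50% at the single tested concentration, limit read from the data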
CHRM4 agonist: human M4 muscarinic receptor agonists, primary screen, CHO-K1 cells, Fluo-8 calcium fluorescence; 0.14% of 360,000 active; activation, % at 3 µM; AID 624127, 2012; CHO-K1 hM4/Gqi5; vehicle 0%, full acetylcholine response 100%; Muscarinic acetylcholine receptor M4 (Homo sapiens), P08173;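 active means activation above the run mean over all test wells plus 3 SD, cut at about 32% in these data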;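 further: peak over basal fluorescence ratio per well then scaled between controls; 0% = DMSO wells and 100% = acetylcholine at EC100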
CRFBP-R2 agonist: agonists of CRF-BP/CRF-R2 complex, primary screen, cell-based, HEK293, calcium dye fluorescence, uHTS. calcium dye fluorescence (FLIPR); percent of saturating CRF peptide response. 0.46% of 350,000 active. activation, % at 13.2 µM. CRF-binding protein / CRF receptor 2 complex (human);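 active means activation of at least 50%, plus an integration ratio under a set limit after plate pattern correction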;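 further: plate controls were neutral control wells without compound for no effect and CRF at EC100 for full effect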
Starred values were filed as active, the others as inactive; . = not tested or not shown.

SMILES | M4 antag | M5 antag | M4 PAM | M1 PAM | CHRM5 PAM | CHRM5 agonist | CRFR2-BP antag | CHRM4 agonist | CRFBP-R2 agonist
CN1C(=O)C2C=CC1C1C(=O)N(c3ccccc3)C(=O)C21 (stereo not given) | 7 | 4 | -9 | 7 | -3 | -1 | 14 | -1 | 0.3
COC(=O)c1ccccc1NC(=O)C1CCN(S(=O)(=O)c2cc(C)ccc2OC)CC1 | 1 | -1 | 9 | -1 | -4 | -5 | -9 | 7 | -0.7
CCC(C)n1c(=N)c(C#N)cc2c(=O)n3cccc(C)c3nc21 (stereo not given) | -8 | 3 | 5 | 6 | 15 | -2 | 0 | -1 | 0.2
O=C(COC(=O)c1ncc(Cl)c(Cl)c1Cl)NC1CCCCCC1 | 3 | 1 | -3 | 0 | 3 | -1 | 2 | 0 | 1.7
COc1ccc(C=O)cc1OC1C=CCCC1 (stereo not given) | 1 | 14 | -7 | 12 | -11 | 0 | 2 | 20 | -0.5
O=C(NN=Cc1ccccc1OC(F)F)c1cccc(S(=O)(=O)N2CCCC2)c1 | -10 | -3 | 12 | 3 | 1 | 0 | -15 | 7 | 4.0
COc1ccc(CCCc2nnc(SCc3nc4ccccc4c(=O)[nH]3)n2C)cc1C | -3 | 3 | 4 | 0 | -2 | 0 | 2 | 3 | -2.0
O=S(=O)(c1ccc(Cl)cc1)N1CCC(c2nc3ccccc3[nH]2)CC1 | 16 | 20 | -6 | -4 | -7 | -2 | -10 | 8 | -1.1
O=C(NC(=S)NCc1cccnc1)c1ccccc1F | -23 | -18 | 2 | 7 | 5 | 2 | 0 | -1 | 5.6
CN=C(Nc1ccc(Cl)cc1)c1ccc(C(F)(F)F)cc1 | 0 | -1 | 7 | 8 | 6 | -1 | 26 | 0 | 0.0
Cc1nn(CC(=O)N2CCCC2)c(=O)c2cc3cc(F)ccc3n12 | -4 | 9 | 3 | 3 | -2 | -5 | -8 | 1 | -0.3
O=C(CN1CCC(N2CCCCC2)CC1)N1CCCc2ccccc21 | -3 | 3 | -3 | -1 | -1 | 0 | -3 | 0 | -0.2
Cc1cccc(NC(=O)c2nc[nH]c2C(=O)NCCCCCCNC(=O)c2[nH]cnc2C(=O)Nc2cccc(C)c2)c1 | 7 | 5 | 1 | 1 | 5 | 0 | -10 | 0 | 3.9
C=CCn1c(SCC(=O)O)nnc1-c1ccccc1 | -18 | -4 | 18 | -3 | -2 | -2 | -6 | 1 | -1.3
Cc1ccc(Nc2ccc(C(N)=O)cc2[N+](=O)[O-])cc1 | 4 | 10 | -4 | -4 | 1 | -7 | 22 | 1 | -1.5
COc1ccc(NC(=O)CSc2nnc(-c3cccc(O)c3)o2)cc1 | -6 | 3 | 9 | -2 | 0 | -1 | 3 | 4 | 0.5
CC(C)=C(C)c1cc2nc(NCCCN(C)C)n(C)c(=O)c2s1 | -7 | 3 | 5 | 3 | -5 | -2 | . | 1 | .
CC(=O)Cn1ncc(N2CCOCC2)c(Br)c1=O | 8 | 5 | -4 | 3 | 4 | 0 | 7 | 0 | 0.2
CC12CCC(C(S(=O)(=O)Nc3ccccc3)C1=O)C2(C)C (stereo not given) | -6 | 9 | 10 | 11 | 4 | 2 | -2 | 0 | -2.6
CCOc1ccc(N(CC(=O)Nc2cccc(C)c2C)S(=O)(=O)c2c(C)[nH]c(=O)[nH]c2=O)cc1 | 0 | -1 | 2 | 4 | 2 | -1 | 9 | 1 | -1.5
Cc1cccc(OCCOC(=O)c2ccc(F)c(S(=O)(=O)N3CCOCC3)c2)c1 | -4 | 9 | -4 | 4 | -4 | 4 | 2 | 9 | 0.6
COCc1c(C(=O)NC2CCCCCC2)oc2ccccc12 | 2 | 12 | 2 | 2 | 5 | -1 | -10 | 0 | 0.5
C=CCOC(=O)c1sc(NC(=O)c2ccco2)nc1C | 11 | -7 | -10 | 6 | 0 | 6 | 11 | 0 | -1.9
COc1ccc(C(=O)NCCc2nnc3ccc(SCC(=O)Nc4ccccc4F)nn23)cc1 | 3 | 18 | 7 | 6 | -10 | -4 | -29 | 1 | -2.9
CN(C)c1ccc(/C=N/NC(=O)c2nonc2N)cc1[N+](=O)[O-] | 5 | 8 | 4 | 8 | -5 | 0 | 3 | 1 | -1.1
CC1CC(=O)C(C(C2=C(O)CC(C)CC2=O)c2ccccc2)=C(O)C1 (stereo not given) | -7 | 4 | 3 | 18 | 9 | 4 | 11 | -1 | -6.2
Cc1nnc(SCC(=O)c2c(N)n(C3CC3)c(=O)[nH]c2=O)n1C | -17 | 5 | 6 | 2 | -7 | 0 | 6 | 1 | 3.2
CC(C)(C)N=C1NN=C(c2cc3ccccc3o2)CS1 | 1 | 2 | -4 | -3 | -8 | -2 | -2 | 1 | 0.4
COc1ccc(Cn2nnnc2CN2CCc3ccccc3C2)cc1 | 4 | 3 | -6 | -4 | -15 | -8 | 30 | 0 | 1.4
CC(C)(C)OC(=O)C[C@H]1C/C=C\C[C@H](CC(=O)NCCO)C(=O)N[C@@H](c2ccccc2)COC1=O | 16 | 7 | 11 | 12 | 3 | -1 | -4 | 1 | 0.4
Cc1ccc(S(=O)(=O)N(C)c2ccc(C(=O)N(C)Cc3nc4ccccc4c(=O)[nH]3)cc2)cc1 | -22 | 5 | -7 | -4 | -14 | -1 | 2 | 16 | -1.0
Cc1ccccc1-c1cnc(C(O)c2cccc(C)c2C)[nH]1 (stereo not given) | 3 | 7 | -4 | 0 | -3 | 0 | . | 1 | .
CCOC(=O)c1cc(NC(=O)C2C3CCC(O3)C2C(=O)O)cc(C(=O)OCC)c1 (stereo not given) | 5 | 4 | -4 | 2 | 0 | 0 | -8 | -1 | 1.3
CCN1CCN(S(=O)(=O)c2ccc(S(=O)(=O)NC3CC3)cc2)CC1 | -2 | 14 | -1 | 6 | -3 | 0 | 7 | 1 | -1.7
O=C(NCc1ccco1)C(c1ccccc1)N(C(=O)Cc1cccs1)c1cccnc1 (stereo not given) | -5 | 5 | 1 | -4 | -8 | 0 | -25 | 5 | 0.7
COc1ccc(C2=NN(C3=NN=C(N)Cc4ncnn43)C(O)(C(F)(F)F)C2)cc1 (stereo not given) | 3 | 5 | 3 | 1 | -2 | -1 | -2 | 1 | -1.2
O=C(COC(=O)c1ccccc1C(=O)N1CCN(c2ccccc2)CC1)Nc1ccc(F)cc1 | -15 | 0 | 0 | 0 | -10 | -5 | -10 | 9 | 7.2
CCCCOC(=O)C(C)c1c(C)[nH]c(=S)[nH]c1=O (stereo not given) | -3 | 4 | -2 | -1 | 0 | -5 | -3 | 0 | -2.3
Cc1cc(C)c(S(=O)(=O)c2cccc(Br)c2C)c(=O)[nH]1 | -13 | 6 | -8 | -1 | -6 | -3 | -5 | 1 | 3.7
CCO[C@H]1OC(C(=O)O)=C[C@@H](C2CCCCC2)[C@@H]1CCCO | 2 | 10 | -6 | -3 | 4 | 1 | -4 | 0 | -0.3
CCOC(=O)C1(CCOc2ccccc2)CCN(CC2CC2)CC1 | 6 | 8 | -7 | -13 | -15 | -1 | -1 | 1 | 1.8
COc1cc(OC)cc(C(=O)Nc2ccc(NC(=O)c3ccco3)c(C)c2)c1 | -14 | -4 | -2 | 8 | -2 | -4 | 6 | 2 | -1.6
CCCCCCCCN1[C@@H](CC(=O)OCC)c2ccc(C(F)(F)F)cc2S1(=O)=O | 8 | 3 | 0 | -1 | -2 | 2 | -12 | 1 | 0.6
CCCNC(=O)/C=C/c1ccc(S(=O)(=O)Nc2ccccc2OC)cc1 | -1 | -10 | -4 | 5 | 1 | 4 | 12 | 4 | -1.6
CCN1C(=O)c2cccc3c(S(=O)(=O)NCc4cccnc4)ccc1c23 | -3 | 0 | 8 | 5 | 5 | -3 | 2 | 2 | 0.4

Three compounds already listed, arranged by molecular weight, low to high:
SMILES | M4 antag | M5 antag | M4 PAM | M1 PAM | CHRM5 PAM | CHRM5 agonist | CRFR2-BP antag | CHRM4 agonist | CRFBP-R2 agonist
CCN1C(=O)c2cccc3c(S(=O)(=O)NCc4cccnc4)ccc1c23 | -3 | 0 | 8 | 5 | 5 | -3 | 2 | 2 | 0.4
CCN1CCN(S(=O)(=O)c2ccc(S(=O)(=O)NC3CC3)cc2)CC1 | -2 | 14 | -1 | 6 | -3 | 0 | 7 | 1 | -1.7
Cc1ccc(S(=O)(=O)N(C)c2ccc(C(=O)N(C)Cc3nc4ccccc4c(=O)[nH]3)cc2)cc1 | -22 | 5 | -7 | -4 | -14 | -1 | 2 | 16 | -1.0

Following part
SMILES | M4 antag | M5 antag | M4 PAM | M1 PAM | CHRM5 PAM | CHRM5 agonist | CRFR2-BP antag | CHRM4 agonist | CRFBP-R2 agonist
O=C1c2ccccc2N(Cc2ccc(Cl)cc2)C2=NCCN12 | -1 | -8 | 0 | 9 | -1 | -4 | -15 | 1 | 0.1
Oc1ccc(-c2nccs2)cc1 | -6 | 7 | 9 | 5 | 1 | 2 | -7 | 0 | 0.6
O=C(NNc1c(Cl)cccc1Cl)C1CCC1 | -5 | 7 | -10 | 5 | -3 | 3 | -8 | 0 | 2.1
CC(C)CN(C(=O)COc1ccccc1C(=O)NCc1ccccc1)C1CCS(=O)(=O)C1 (stereo not given) | 7 | 10 | -3 | -1 | -3 | 1 | -11 | 3 | -0.2
CCOC(=O)Cc1csc(NC(=O)CSc2ncnc3c2cnn3-c2ccc(OC)cc2)n1 | -8 | 5 | 5 | -13 | -7 | 2 | 4 | 9 | 0.9
CN(CC(=O)NCc1ccco1)CC(=O)Nc1c(Cl)cccc1Cl | -12 | -8 | 13 | -1 | 18* | 5 | 0 | 2 | 0.9
CCC(=O)Nc1ccccc1-c1nc2ccccc2[nH]c1=O | 2 | 7 | -2 | 2 | 9 | 0 | 26 | 0 | 0.0
CN(C(=O)CSc1nc2ccccc2s1)c1c(N)n(Cc2ccccc2)c(=O)[nH]c1=O | 1 | 4 | 2 | 8 | 8 | 1 | -10 | 2 | -1.0
NC(=O)C1CCN(C(=O)Cc2ccsc2)CC1 | 0 | 3 | 6 | 12 | -2 | -5 | 4 | 1 | 0.6
Cc1ccc(S(=O)(=O)Nc2nc(C)c(C(=O)NNS(=O)(=O)c3cc(C)ccc3C)s2)cc1 | 3 | 10 | 4 | 12 | -2 | -2 | 12 | 0 | -0.7
Cc1ccc(S(=O)(=O)N2CCN(C(=O)COC(=O)CNC(=O)c3ccc(C(C)(C)C)cc3)CC2)c(C)c1 | 2 | 11 | 2 | -5 | -1 | 1 | 7 | 1 | 0.4
COc1ccc(Cc2n[nH]c(=O)c3ccccc23)cc1OC | -19 | 6 | 10 | 3 | -8 | 0 | 6 | 3 | 7.5
CN(C)c1nc(-c2ccccc2)c2cnn(Cc3ccccc3)c2n1 | -2 | 5 | 1 | 6 | -3 | 4 | -33 | 2 | 1.0
C/C(=N\NC(=O)c1nn(C)c(C)c1Br)c1ccc(NC(=O)c2ccoc2C)cc1 | 4 | 5 | -1 | 7 | 0 | 0 | 13 | 1 | -2.0

Bioassay records from PubChem BioAssay.
